RAD54 inh – RAD54 (human) branch migration inhibition; RAD54 Holliday junction branch migration, FAM/BHQ fluorescence; inhibition, % at 10.4 µM; 360,000 tested, 0.14% active;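 active = mean normalized replicate activity at least 40 and at least half of replicates scoring 40 or more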;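 note: 0% = median of neutral control wells and 100% = median of positive control wells; inhibitors cause a drop in the FAM fluorescence signal; in these data hits start at about 50%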
Target sequence (Q92698 whole entry, looked up): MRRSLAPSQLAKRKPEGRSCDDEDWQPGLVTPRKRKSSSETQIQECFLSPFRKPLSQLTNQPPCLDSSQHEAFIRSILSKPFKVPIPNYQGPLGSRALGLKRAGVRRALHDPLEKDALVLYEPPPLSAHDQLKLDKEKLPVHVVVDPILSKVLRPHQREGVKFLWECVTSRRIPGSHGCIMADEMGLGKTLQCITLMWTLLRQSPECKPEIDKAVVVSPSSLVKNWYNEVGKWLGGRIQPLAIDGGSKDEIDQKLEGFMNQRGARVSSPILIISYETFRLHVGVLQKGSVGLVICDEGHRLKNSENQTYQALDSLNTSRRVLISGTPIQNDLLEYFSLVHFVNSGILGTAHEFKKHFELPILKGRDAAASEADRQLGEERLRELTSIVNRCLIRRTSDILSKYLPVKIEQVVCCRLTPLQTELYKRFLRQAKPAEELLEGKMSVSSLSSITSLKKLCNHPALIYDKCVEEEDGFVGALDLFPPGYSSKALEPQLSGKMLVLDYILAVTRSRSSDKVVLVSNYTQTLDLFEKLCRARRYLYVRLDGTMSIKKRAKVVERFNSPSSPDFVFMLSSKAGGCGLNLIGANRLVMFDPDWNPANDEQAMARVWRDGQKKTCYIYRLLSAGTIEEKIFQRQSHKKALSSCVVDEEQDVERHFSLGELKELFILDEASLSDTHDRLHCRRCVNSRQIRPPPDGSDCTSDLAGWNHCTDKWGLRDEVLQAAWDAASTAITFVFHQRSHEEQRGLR
RAD52 inh – blocks human RAD52 DNA annealing | P43351 | recombinant RAD52 DNA annealing, FRET fluorescence | inhibition, % at 18.7 µM | 360,000 tested, 0.46% active;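 active = every replicate showing at least 50% inhibition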
XiGFP reactiv – X-chromosome reactivation activator; XiGFP mouse fibroblasts, % GFP-positive cells imaging, 3 d; cells co-treated with 5-aza-dC sensitizer; scaled so ellipticine positive control = 100%; activation, % at 7.58 µM; 360,000 tested, 0.055% active;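 active = mean normalized replicate activation at least 10% and every replicate at or above 10%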;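 note: 0% = median of on-plate neutral control wells and 100% = ellipticine 6 µM median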
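Material: XiGFP fibroblasts, SV40-immortalized; Buffer or medium: DMEM containing 5-aza-dC; Compound dosing: single point; Times: 3 days compound exposure.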
E-sel inducer – E-selectin induction on HUVECs; P16581; HUVEC E-selectin immunofluorescence imaging; normalized: neutral wells 0, TNF-alpha wells 100; activation, % at 7.58 µM; 260,000 tested, 0.37% active;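 active = mean E-selectin-positive cell signal at least 10% of the positive control, reached in at least 60% of replicates, without over 20% cell loss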;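 note: in these data hits start at about 27%; measured in HUVEC primary endothelial cells; signal is the percent of cells scored E-selectin positive by PE staining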
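System: HUVEC, human umbilical vein endothelial cells; quantity: 3,000 cells/well; buffer or medium: EGM-2 medium, gelatin-coated wells; dosing: single-point compound dose; detection: immunofluorescence imaging; evaluation: % PE-positive cells; benchmarks: TNF-alpha, DMSO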
esBAF inh – blocks esBAF chromatin remodeling in mouse ES cells; AID 602393; 350,000 tested, 2% active; reporter increase, % at 12.5 µM; Bmi1-luciferase knock-in reporter, 24 h; 100% = twice the neutral-well signal; in the data active = activation above about 40%;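 note: 0% = median of the plate's neutral control wells and 100% = double that signal; a rise in the Bmi1 reporter signal indicates esBAF inhibition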
S100A4 MyoIIA – blocks human S100A4 binding to myosin IIA peptide; AID 652163; 360,000 tested, 0.14% active; inhibition, % at 10.7 µM; S100A4/TAMRA-MyoIIA peptide fluorescence polarization; P26447;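 active = mean inhibition of at least 70% across replicates, with every replicate also reaching that level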
Target sequence (P26447 whole entry, looked up): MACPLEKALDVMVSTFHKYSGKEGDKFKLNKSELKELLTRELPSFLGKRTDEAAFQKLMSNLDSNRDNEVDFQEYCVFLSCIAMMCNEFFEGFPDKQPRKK
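Material: human S100A4 monomer with TAMRA-labelled myosin IIA peptide; buffer or medium: HEPES pH 7.2 with CaCl2, KCl, NaCl, DTT, Triton; compound dosing: one concentration per compound; schedule: 5 min incubation before reading; benchmarks: neutral control DMSO, positive control TFP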
FN deposition inh – fibronectin deposition inhibition. AID 743247. inhibition, % at 12.6 µM. 350,000 tested, 0.086% active. AH1F fibroblasts, Alexa488-fibronectin deposition fluorescence, overnight;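 active = mean inhibition across replicates of 30% or more, regardless of how many single replicates reach that level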;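 note: positive control wells lacked labelled fibronectin entirely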
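Schedule: 1 h cell adhesion before compound, then overnight fibronectin incubation; test system: AH1F fibroblast monolayer depositing Alexa488-labelled fibronectin into matrix; quantity: 10000 AH1F cells per well; probe or stimulus: fluorescent fibronectin at 24 nM final; signal: fluorescence, ex 485 nm, em 525 nm; evaluation: percent inhibition as loss of matrix-bound fibronectin fluorescence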
EWS-Fli block – inhibitors of EWS/Fli oncoprotein transcriptional activity | A673 NR0B1-luciferase reporter, viability-normalised | inhibition, % at 12.6 µM | 350,000 tested, 0.67% active | AID 651661;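 active = mean inhibition of at least 50% after viability correction, with every replicate also passing that limit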;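 note: firefly luciferase signal divided by Alamar Blue viability fluorescence both relative to DMSO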
* = called active by the depositor; / = not tested or not shown.

structure | RAD54 inh | RAD52 inh | XiGFP reactiv | E-sel inducer | esBAF inh | S100A4 MyoIIA | FN deposition inh | EWS-Fli block
C[C@H]1CN([C@@H](C)CO)C(=O)c2cc(NC(=O)Nc3ccc4c(c3)OCO4)ccc2O[C@H]1CN(C)S(=O)(=O)c1ccc(F)cc1 | 3.5 | -6.4 | -0.1 | 1.8 | -7.1 | -4.6 | / | -4.9
O=C(Nc1ccc(Cc2ccncc2)cc1)c1cc(F)c(F)cc1Cl | / | -15.0 | -0.1 | 2.7 | / | -3.5 | -1.4 | -6.0
COc1ccc(NC(=O)N(C)C[C@H]2Oc3ccc(NS(C)(=O)=O)cc3CC(=O)N([C@@H](C)CO)C[C@@H]2C)cc1 | -8.7 | 1.6 | 0.0 | -0.1 | 1.4 | -0.3 | -10.3 | -8.3
C[C@@H]1CCCCO[C@H](CN(C)S(=O)(=O)c2ccc(F)cc2)[C@H](C)CN([C@@H](C)CO)C(=O)c2cc(NC(=O)C3CCCCC3)ccc2O1 | -7.4 | 9.3 | 0.4 | -0.1 | 0.4 | 11.3 | -1.2 | -2.9
CCOc1ccc(N(CC(=O)Nc2ccc(C)cc2)S(C)(=O)=O)cc1 | -0.6 | -4.0 | 0.2 | 0.0 | 79.7* | -2.8 | 6.9 | -129.4
Cn1c(CC(=O)Nc2ccc(Cl)c(Cl)c2)nnc1SCC(=O)NCc1ccccc1 | / | 7.8 | 0.1 | -2.3 | / | 0.0 | -4.7 | 2.6
CN1C(=O)[C@@H]2[C@@H]3C[C@@H]([C@H]4ON=C(c5ccccc5OCC#N)[C@@H]34)[C@@H]2C1=O | 0.6 | -8.8 | -0.1 | / | -1.3 | -8.4 | -5.5 | 7.2
O=C1CSC(c2ccc(F)c(F)c2)N1c1ccccc1F (configuration not stated) | -13.1 | -6.3 | 0.1 | / | 3.1 | -4.4 | 11.3 | 2.3
O=C(C[C@@H]1C=C[C@@H](NC(=O)c2ccccc2)[C@H](CO)O1)NCc1ccncn1 | 8.4 | -6.3 | 0.0 | 0.1 | -4.0 | 1.3 | / | 2.4
CN1CCC(CC(C(=O)N2CCCC2)(c2ccccc2)c2ccccc2)C1 (configuration not stated) | -0.5 | -9.9 | 0.0 | -0.1 | -4.0 | -0.6 | 4.2 | -4.0
Cc1csc(=Nc2cccnc2)n1CC1CCCCC1 | / | -14.8 | -0.1 | / | -3.4 | 7.7 | 3.0 | 9.2
CCOC1=C2CN(S(=O)(=O)c3ccc(C)cc3)[C@H](c3cccc(Cl)c3)C[C@@H]2N(S(=O)(=O)c2ccccc2[N+](=O)[O-])[C@H](c2ccccc2)C1 | -0.8 | -12.9 | 0.2 | -0.2 | -3.4 | -1.9 | 12.1 | 5.3
O=C(NNC(=O)c1nn(-c2ccc(F)cc2)ccc1=O)c1ccccc1Cl | 4.0 | -1.4 | -0.1 | / | / | -2.3 | 7.4 | -10.8
OC[C@H]1O[C@H](OC[C@H]2OC(O)[C@H](O)[C@@H](O)[C@@H]2O)[C@H](O)[C@@H](O)[C@@H]1O (some centres not stated) | -10.4 | -9.5 | -0.1 | -2.2 | -2.3 | 11.2 | -16.3 | 3.9
Cn1cc(S(=O)(=O)N2CCN(Cc3ccccc3)CC2)c(=O)n(C)c1=O | -0.1 | -7.4 | 0.0 | 0.9 | 2.0 | -2.4 | -4.3 | -0.8
COc1cc(/C=N/NC(=O)COc2cc(C)cc(C)c2)ccc1OS(=O)(=O)c1ccc(C)cc1 | / | -6.2 | 0.1 | -0.2 | / | 5.5 | -0.3 | 23.9
O=C(Cc1ccccn1)N[C@@H]1CC[C@H](CCNC(=O)c2cc(Cl)cc(Cl)c2)O[C@@H]1CO | -1.2 | 5.9 | 0.3 | 0.2 | -1.8 | 9.0 | -9.8 | 1.9
O=C(C[C@@H]1C[C@@H]2c3cc(NC(=O)NC4CCCCC4)ccc3O[C@@H]2[C@@H](CO)O1)NCc1cccnc1 | 1.1 | 14.0 | 0.2 | 0.7 | -3.6 | 6.3 | / | -0.9
CNC(=S)NNC(=O)c1ccc2c(c1)OCO2 | / | -4.7 | 0.0 | / | / | -2.0 | / | -2.5
COc1ccc2c3c(n(C)c2c1)[C@@H](CO)N(CC1CC1)CC31CCN(C(=O)CN2CCOCC2)CC1 | / | -84.0 | 0.2 | -0.4 | / | 10.1 | / | -15.8
Cc1cc(C)cc(NC(=O)CSCc2nc3c(nnn3Cc3ccc(F)cc3)c(=O)[nH]2)c1 | 1.9 | -9.3 | / | / | -8.3 | -9.0 | -1.9 | /
CN(CC(=O)Nc1ccccc1Br)C(=O)c1ccc2c(=O)n3c(nc2c1)CCC3 | -6.8 | 0.1 | 0.0 | / | -12.0 | 5.3 | 6.8 | -1.8
CC(C)NC(=O)NCC[C@@H]1CC[C@H](NC(=O)Nc2ccccc2)[C@@H](CO)O1 | / | / | 0.1 | -0.2 | 0.9 | / | -16.3 | 0.8
Cc1ccc(OCCCC(=O)Nc2ccc(S(N)(=O)=O)cc2)cc1 | 1.9 | -7.4 | 0.0 | / | -11.3 | 2.2 | -14.7 | 5.5

Brought forward from above: 5 compounds, followed by the next part.
smiles	RAD54 inh	RAD52 inh	XiGFP reactiv	E-sel inducer	esBAF inh	S100A4 MyoIIA	FN deposition inh	EWS-Fli block
COc1ccc2c3c(n(C)c2c1)[C@@H](CO)N(CC1CC1)CC31CCN(C(=O)CN2CCOCC2)CC1	/	-84.0	0.2	-0.4	/	10.1	/	-15.8
Cc1cc(C)cc(NC(=O)CSCc2nc3c(nnn3Cc3ccc(F)cc3)c(=O)[nH]2)c1	1.9	-9.3	/	/	-8.3	-9.0	-1.9	/
CN(CC(=O)Nc1ccccc1Br)C(=O)c1ccc2c(=O)n3c(nc2c1)CCC3	-6.8	0.1	0.0	/	-12.0	5.3	6.8	-1.8
CC(C)NC(=O)NCC[C@@H]1CC[C@H](NC(=O)Nc2ccccc2)[C@@H](CO)O1	/	/	0.1	-0.2	0.9	/	-16.3	0.8
Cc1ccc(OCCCC(=O)Nc2ccc(S(N)(=O)=O)cc2)cc1	1.9	-7.4	0.0	/	-11.3	2.2	-14.7	5.5
O=[N+]([O-])c1ccc(NCCCO)c(C(F)(F)F)c1	6.1	6.6	-0.2	0.3	-9.4	4.1	-10.2	-4.7
Cc1noc(C)c1C(=O)N(C)C[C@@H]1OCc2ccccc2-c2c(n(C)c3ccccc23)C(=O)N([C@@H](C)CO)C[C@@H]1C	1.8	7.1	-0.5	0.0	-14.7	7.2	-6.4	-16.8
O=C(CN1CCOCC1)NCC[C@@H]1CC[C@@H](NS(=O)(=O)c2ccc(F)cc2)[C@@H](CO)O1	0.6	-16.5	-0.3	-1.8	0.7	-12.0	/	6.9
CN1C(c2ccccc2)=NO[C@]1(C)c1ccccc1	/	-27.2	0.1	/	/	-8.5	-2.2	-5.2
C[C@@H]1CN([C@@H](C)CO)C(=O)Cc2cc(NS(=O)(=O)c3ccccc3)ccc2O[C@@H]1CN(C)C(=O)Nc1ccccc1	-3.5	-0.8	0.4	-0.1	3.8	1.4	/	-4.4
O=C(NC1CCCC1)N1CC(=O)N2[C@H](CO)[C@H](c3ccc(/C=C/c4ccccc4)cc3)[C@@H]2C1	/	-8.8	0.5	0.1	/	0.4	/	-10.2
COc1ccc(CCNC(=O)c2cc(S(=O)(=O)N(C)C)ccc2N2CCCC2)cc1OC	1.8	-12.2	0.1	/	4.9	-17.3	-10.3	/
O=C1NCCCC1C(=O)NCCN1C(=O)CCC1=O (configuration not stated)	1.0	0.5	/	/	6.9	-0.6	/	7.0
CCOc1ccccc1C(=O)N[C@H](C(=O)OCc1cc([N+](=O)[O-])cc2c1OCOC2)C(C)C	9.2	/	0.1	-0.1	/	/	-1.3	/
COc1ccc(Cc2nnc(NC(=O)C3CC(=O)N(c4ccc(OC)cc4)C3)s2)cc1 (configuration not stated)	-4.4	-26.9	0.1	/	-0.2	-1.2	-2.4	11.0
COc1cccc(-c2ccc3c(c2)O[C@@H](CN(C)C)[C@@H](C)CN([C@H](C)CO)S3(=O)=O)c1	-4.7	7.1	0.0	0.0	-2.1	5.8	/	4.4
NS(=O)(=O)c1ccc(-c2ccc(/C=C3\C(=O)Nc4cc(Cl)ccc43)o2)cc1	-2.0	-46.4	-0.1	3.5	10.0	1.7	-37.0	-3.9
C[C@H](CO)N1C[C@H](C)[C@H](CN(C)Cc2cncnc2)Oc2cc(C3=CCCCC3)ccc2S1(=O)=O	-0.8	13.4	0.4	-0.1	1.5	-2.9	/	-1.2
O=C(Nc1ccc(F)cc1)N1CCCCN2[C@H](CO)[C@H](c3ccc(C#Cc4ccccc4)cc3)[C@H]2C1	2.8	6.1	0.0	0.1	/	-3.0	/	84.6*
Cc1ccc(S(=O)(=O)N(C)C)cc1NC(=O)COC(=O)c1ccc2c(c1)OCCO2	-7.8	-11.9	0.0	/	/	-0.6	/	1.6
C[C@@H]1CN([C@H](C)CO)C(=O)c2cc(NC(=O)CCC(F)(F)F)ccc2O[C@H]1CN(C)Cc1ccc(Oc2ccccc2)cc1	4.8	17.8	0.0	0.0	1.7	-23.2	-3.1	10.0
COCOCCn1cc(CN2CCS(=O)(=O)N(Cc3ccc(-c4ccc(C)cc4)cc3)C(C(C)C)C2=O)nn1 (configuration not stated)	5.8	1.3	-0.1	-0.1	-0.3	-1.1	-4.1	-2.3
OC(c1ccccc1)(c1ccccc1)C1CCN(CCCOc2ccncc2)CC1	/	7.1	0.0	-0.1	/	0.9	19.8	4.6
NC(=O)c1ccc(NS(=O)(=O)c2ccc3ccccc3c2)cc1	13.5	-20.9	0.0	0.1	2.8	1.9	0.8	2.7
CCOc1ccccc1N(CC(=O)NCc1ccco1)C(=O)CCC(=O)Nc1nccs1	2.1	-8.6	0.3	/	-0.1	-1.7	6.2	12.4
C=CCn1c(C(C)NC(=O)c2cccs2)n[nH]c1=S (configuration not stated)	-15.7	-1.7	-0.1	/	/	-1.6	1.5	3.6
C[C@H]1CN([C@@H](C)CO)C(=O)c2cccc(NS(=O)(=O)c3ccc(F)cc3)c2O[C@H]1CN(C)C(=O)NC1CCCCC1	-8.8	-4.9	-0.6	0.4	3.3	2.4	5.1	-5.1
COc1ccc(N2CCN(C(=O)c3ccc(CSc4ccccc4)cc3)CC2)cc1	-0.7	-14.6	-0.1	-2.1	/	7.4	3.7	5.2
Cc1ccc(S(=O)(=O)N2[C@@H](c3ccc(F)cc3)C(C(=O)O)=CC[C@H]2c2cccc(C)c2)cc1	0.6	-8.6	0.3	-0.1	0.1	1.3	2.9	3.8
CCC(=O)c1ccc(OCC(O)CN2CCN(S(=O)(=O)c3ccc(NC(C)=O)cc3)CC2)cc1 (configuration not stated)	-4.5	-22.8	0.0	/	-0.5	0.3	-0.4	10.9

Screens: PubChem BioAssay, Broad Institute
